# POLH inh: DNA polymerase eta (human) inhibition | Q9Y253 | AID 588591 | recombinant Pol eta, fluorescent DNA replication assay | 1.2% of 390,000 active | Potency, µM (series often up to 114 µM), inactives show at the highest dose activity change, negative = inhibition, actives largely listed as inhibitors; further: potency means the concentration at half of the fitted maximal effect; on the % scale 0 is the no-effect control and ±100 the full control effect
# Target sequence (Q9Y253 whole entry, looked up): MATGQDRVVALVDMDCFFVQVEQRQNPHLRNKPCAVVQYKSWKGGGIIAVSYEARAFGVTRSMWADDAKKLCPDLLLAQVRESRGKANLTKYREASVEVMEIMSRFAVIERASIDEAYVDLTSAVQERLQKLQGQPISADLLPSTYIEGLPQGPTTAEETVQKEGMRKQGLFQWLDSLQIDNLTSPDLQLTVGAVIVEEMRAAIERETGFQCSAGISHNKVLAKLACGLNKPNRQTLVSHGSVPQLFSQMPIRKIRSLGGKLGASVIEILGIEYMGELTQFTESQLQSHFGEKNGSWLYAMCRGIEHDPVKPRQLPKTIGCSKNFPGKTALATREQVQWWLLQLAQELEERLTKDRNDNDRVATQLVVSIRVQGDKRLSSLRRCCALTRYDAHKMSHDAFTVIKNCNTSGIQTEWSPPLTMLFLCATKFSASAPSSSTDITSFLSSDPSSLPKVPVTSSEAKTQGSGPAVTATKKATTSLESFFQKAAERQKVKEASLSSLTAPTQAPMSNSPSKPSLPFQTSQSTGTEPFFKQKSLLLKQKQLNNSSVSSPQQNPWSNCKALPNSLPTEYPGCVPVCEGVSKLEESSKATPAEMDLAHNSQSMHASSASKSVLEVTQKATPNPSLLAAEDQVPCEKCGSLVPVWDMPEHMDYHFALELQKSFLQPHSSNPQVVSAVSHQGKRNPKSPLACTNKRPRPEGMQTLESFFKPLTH
#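 Pol eta (10 nM) was preincubated with compounds for 15 min at room temperature, after which fluorescent replication substrate (50 nM final) was added to start the reaction. Fluorescence was read kinetically at 0 and 10 min.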
# GLS inh: blocks human kidney-isoform glutaminase activity | GLS enzymatic activity, qHTS titration | Potency, µM (series often up to 45.5 µM), for the others: top-dose activity change, negative = inhibition, hits mostly inhibitors | 0.21% of 410,000 active; further: potency means the concentration at half of the fitted maximal effect; on the % scale 0 is the no-effect control and ±100 the full control effect
#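 Two-point fluorescence kinetic (t0, 30 min RT) for hKGA; glutamate detected via glutamate oxidase–HRP–Amplex Red. Substrate: 1 mM L-glutamine solution; buffer 45 mM KH2PO4, pH 8.2.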
# Pin1 inh: inhibitors of human Pin1; Q13526; Pin1 FP peptide displacement, HiFluor488, 10 min; Potency, µM (doses to about 115 µM), inactives show at the top dose activity, negative = inhibition, usual class: inhibitors; 0.009% of 390,000 active; active means well fitted inhibition curve with a large enough effect in the polarisation, with a control signal flat, not every such curve was filed as active; inconclusive means small, poorly fitted or top-dose-only effect, or effect the other way, or a change in a side signal; inactive means no such curve, though single readings can be large or run the other way; the % refers to the polarisation; further: potency means the concentration at half of the fitted maximal effect; on the % scale 0 is the no-effect control and ±100 the full control effect
# Target sequence (Q13526 whole entry, looked up): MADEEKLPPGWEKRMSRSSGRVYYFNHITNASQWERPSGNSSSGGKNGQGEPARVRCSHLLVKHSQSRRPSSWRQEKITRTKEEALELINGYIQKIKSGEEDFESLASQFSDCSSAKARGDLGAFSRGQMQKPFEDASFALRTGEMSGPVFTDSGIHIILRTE
# BAZ2B inh: blocks human BAZ2B | AlphaScreen BAZ2B-H3K14Ac peptide displacement | Potency, µM (highest dose often 114 µM), for the others: at the highest dose activity change, negative = inhibition, most hits filed as inhibitors | 4.4% of 360,000 active | AID 504333; further: potency means the concentration at half of the fitted maximal effect; on the % scale 0 is the no-effect control and ±100 the full control effect; nearly all actives have a fitted effect of over 60% in size
#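 In this displacement format the biotinylated H3(5-23) peptide acetylated at Lys14 serves as ligand at 50 nM, with BAZ2B at 50 nM in PBS pH 7.4 containing 0.01% Tween-20. Donor and acceptor beads are 10 ug/mL final.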
# G9a block: G9a (human) methyltransferase inhibition; Q96KQ7; G9a H3K9 monomethylation, AlphaScreen, 2 h; AID 504332; Potency, µM (doses to about 102 µM), without a hit: at the highest dose activity, negative = inhibition, hits mostly inhibitors; 8.8% of 350,000 active; further: potency means the concentration at half of the fitted maximal effect; on the % scale 0 is the no-effect control and ±100 the full control effect; nearly all actives have a fitted effect of over 75% in size
#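 Methyltransferase reactions run at room temperature for 2 h (20 nM enzyme, 500 nM biotin-H3K9 peptide, 20 uM SAM) after a 15 min compound preincubation; product detected by AlphaScreen beads and anti-H3K9me1 antibody.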
# PGK inhibitor: T. brucei PGK inhibition | P07378 | PGK/GAPDH coupled, Kinase-Glo luminescence, 60 min | Potency, µM (doses to about 57.5 µM), for inactives: at the top dose activity change, negative = inhibition, hits mostly inhibitors | 0.043% of 380,000 active | AID 602233; further: potency means the concentration at half of the fitted maximal effect; on the % scale 0 is the no-effect control and ±100 the full control effect; nearly all actives have a fitted effect of over 60% in size
#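 Recombinant glycosomal PGK reaction used 1,3-bisphosphoglycerate generated in-well by GAPDH (100nM final) in 100mM TEA pH 7.6, 5mM MgCl2, 0.01% Tween-20. After 60 minutes at room temperature, ATP was read by Kinase-Glo Plus luminescence end-point.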
# HP1b binding inh: blocks HP1-beta chromodomain binding to methylated histone tails | AlphaScreen HP1-beta / biotin-H3K9me3 peptide binding | Potency, µM (doses to about 114 µM), inactives show top-dose activity change, negative = inhibition, most hits filed as inhibitors | 0.56% of 390,000 active | P83916; further: potency means the concentration at half of the fitted maximal effect; nearly all actives have a fitted effect of over 70% in size; inactives centre near 23
# Target sequence (P83916 whole entry, looked up): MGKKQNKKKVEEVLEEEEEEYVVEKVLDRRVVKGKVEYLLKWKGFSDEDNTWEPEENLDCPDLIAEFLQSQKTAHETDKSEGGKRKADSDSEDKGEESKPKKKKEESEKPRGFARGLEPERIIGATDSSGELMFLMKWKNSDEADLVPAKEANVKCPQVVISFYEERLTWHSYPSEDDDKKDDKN
#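 HP1-beta protein (50 nM final) preincubated 30 min at room temperature with biotinylated H3(1-18)K9me3 peptide (50 nM) in PBS pH 7.4, 0.01% Tween-20, then compound added for 30 min. AlphaScreen streptavidin donor/nickel chelate acceptor beads (10 ug/mL final), 30 min dark, luminescence read.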
# JMJD2A Tudor: blocks the human JMJD2A Tudor domain. AlphaScreen JMJD2A-Tudor / H3K4me3 peptide binding. 4.4% of 390,000 active. O75164. AID 504339. Potency, µM (top dose mostly 114 µM), for inactives: at the highest dose activity change, negative = inhibition, most hits filed as inhibitors; further: potency means the concentration at half of the fitted maximal effect; on the % scale 0 is the no-effect control and ±100 the full control effect; nearly all actives have a fitted effect of over 50% in size
# PI4K2A inh: blocks human PI4K2A kinase activity | AID 1346378 | activity change, negative = inhibition, % at 76.9 µM | 0.13% of 420,000 active | purified PI4K2A, ADP-Glo luminescence, 1 h; stronger effect = lower value; in the data active means activity change below about -50%; inconclusive means mostly about -30% to -49%;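 further: -100% = wells without enzyme as full effect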
#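 Compounds are screened against recombinant PI4K2A using PI as substrate and ATP, the latter dispensed at 300 microM. Reactions run one hour at ambient temperature before ADP-Glo detection; full inhibition defined by wells lacking enzyme.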
# * hit, by the source's call; i = inactive; ? = inconclusive; . = not tested or not shown; [ ] = remark or other dose. Unless noted, the call rests on the fitted dose curve; in most records, active means well fitted curve in the direction sought with a large enough effect; inconclusive means small, poorly fitted or top-dose-only effect, or another doubt; inactive means no such curve, though single readings can be large; an effect the other way counts as inactive or inconclusive. Not all compounds are listed; rates above refer to the full screens.
SMILES,POLH inh,GLS inh,Pin1 inh,BAZ2B inh,G9a block,PGK inhibitor,HP1b binding inh,JMJD2A Tudor,PI4K2A inh
Cc1ccc(NC(=O)Cn2c(=O)n(CC(=O)NCCc3ccccc3)c(=O)c3ccccc32)cc1C,1%,10%,7%,-4%,-15%[59 µM],-11%,27%,-12%,-10
O=S(=O)(c1ccc(Cl)c2ccccc12)N1CCCC1,-18%,-3%,-6%,-1%,.,-3%,96%[activator],79%[activator],0
COc1cc(Br)cc(C=Nc2cccc(C(F)(F)F)c2)c1O,?,-8%,3%,-32%,2%[59 µM],-2%,1%,-25%,-11
CCNC(=S)Nc1cc(OCC)c(NC(=O)c2ccco2)cc1OCC,-26%,3%,1%,-5%,13%[59 µM],i,39%,-12%[57.1 µM],-3
Cc1onc(-c2ccccc2Cl)c1C(=O)NCc1ccc(N2CCCC2=O)cc1,-4%,6%,0%,0%,6%[59 µM],-6%,13%,0%,-6
COc1ccccc1/C=C\C=N\n1c(C2CCCCC2)n[nH]c1=S,?,.,2%,?,-5%[0.0925 µM],-8%,?,-22%,4
CCC(=O)c1c(CC)c2n3c1CC[C@H]3CCC2,-13%,-13%,1%,?,26%[2.33 µM],-2%,9%,-35%,-10
Cc1ccc(-n2nc3c(N4CCCC(C(=O)NCc5ccccc5C)C4)nnc(C)c3c2C)cc1 (centres undefined),?,-7%,38%[activator],-36%,?,-1%,33%,-29%,-4
COCCN(C/C=C/c1ccccc1)C/C=C/c1ccccc1,-10%,5%,-9%,?,7.1µM*,i,?,1µM*,2
COc1ccc([N+](=O)[O-])cc1NC(=O)CC(C)c1ccccc1 (centres undefined),2%,4%,0%,-4%,5%,i,20%,-31%,-4
CCOC(=O)c1ccc(NC(=O)C2CCCN(c3ncnc4onc(-c5ccc(F)cc5)c34)C2)cc1 (centres undefined),-18%,1%,33%[activator],6%[57.1 µM],-3%[59 µM],-9%,32%,3%,-2
CC1CN(C(=O)CN(C)S(=O)(=O)c2ccc3ccccc3c2)CC(C)O1 (centres undefined),-20%,1%,-3%,0%,6%,0%,24%,-8%,1
C/C(=N\NC(=O)c1ccc(Cl)c(Cl)c1)c1ccc(Br)s1,-3%,0%,0%,12%,27%[59 µM],-3%,33%,-5%,2
CC1(C)CC2CC(C)(CN2Cc2c(O)ccc3ccccc23)C1 (centres undefined),-10%,55%[activator],1%,-9%,10µM*,-1%,16%,-27%,2
CC(c1ccccc1)C(OC(=O)c1cccc([N+](=O)[O-])c1C(=O)O)c1ccccc1 (centres undefined),-14%,-4%,-13%,.,.,i,18%,-12%,-3
O=C(c1ccccc1F)N1CCc2ccccc21,13%,-21%,?,7%,21%,-8%,27%,1%,-5
CCOc1ccc(NCc2nnc(SCc3ccc(Cl)cc3)n2-c2ccccc2)cc1,-14%,5%,-2%,14µM*,25µM*,-3%,?,22µM*,12
O=C(NCc1ccco1)C(c1ccncc1)N(CCC1=CCCCC1)C(=O)Cn1nnc2ccccc21 (centres undefined),-26%,0%,-1%,-5%,-24%,0%,34%,-9%,8
Cc1ccc(SCC(=O)c2sc(-c3ccccc3)nc2C)cc1,-3%,8%,1%,103%[activator],110%[activator][59 µM],i,162%[activator],80%[activator],5
COc1ccccc1N1CCN(C2CCCN(C(=O)c3oc(C)cc3C)C2)CC1 (centres undefined),-4%,-3%,-1%,-12%,.,-7%,-4%,-22%,2
O=C(CCSCCC(=O)NCc1ccco1)NCc1ccco1,11µM*,-27%,?,56µM*,?,-17%,?,20µM*,?
CCCCCCSc1cccc(-c2nc3cc(C)ccn3c2NC2CCCCC2)c1,-16%,-2%,25%,-27%,-12%[2.33 µM],7%,38%,-25%,5
Cc1ccc(C(=O)OCC(=O)c2ccc(Br)cc2)cc1S(=O)(=O)N1CCOCC1,-10%,-2%,16%,.,.,-7%,20%,-14%,4
C[C@@H](C(=O)Nc1ccccc1N1CCOCC1)N1C(=O)C2CCCCC2C1=O (some centres undefined),1%,-6%,-12%,.,.,2%,4%,?,0
CCCCCn1c(CN2CCN(C)CC2)nc2c1c(=O)n(C)c(=O)n2C,-3%,1%,0%,-3%,-17%,-9%,17%,-11%,-2
# (further entries)
SMILES,POLH inh,GLS inh,Pin1 inh,BAZ2B inh,G9a block,PGK inhibitor,HP1b binding inh,JMJD2A Tudor,PI4K2A inh
Cc1cc(NC(=O)CCC(=O)N(CC(=O)NCC2CCCO2)c2cccc(C)c2C)no1 (centres undefined),-6%,3%,2%,2%,12%,7%,7%,-9%,0
CC(C)NS(=O)(=O)c1ccc(CCC(=O)NCc2ccncc2)cc1,-7%,0%,-8%,4%,12%,-6%,51%[activator],-5%,-6
COc1cc(OC)cc(-c2c(C#Cc3ccsc3)c3cc(-c4ccc(N(C)C)nc4)ccc3n2C)c1,-6%,-5%,52%[activator],.,.,1%,41%[activator],-12%,-2
Cc1cc(O)ccc1N/C=C(\C#N)c1nc2ccccc2o1,-7%,-8%,24%,6%,38%[59 µM],0%,20%,-7%,0
CC(C)(C)C(=O)Nc1cccc(C(=O)OCc2cc(=O)n3nc(C4CCCCC4)sc3n2)c1,-19%,1%,-1%,-15%,13%[59 µM],i,36%,-6%,1
Cc1ccc(S(=O)(=O)N2CCC(C(=O)Nc3ccc4c(c3)COC4=O)CC2)cc1,-5%,0%,17%,14%,8%[59 µM],-2%,4%,-18%,-7
CCOc1ccccc1NC(=O)Cn1c(=O)n(Cc2ccc(C(=O)NCCCOC)cc2)c(=O)c2ccccc21,-15%,1%,-1%,0%,0%[59 µM],-5%,26%,-2%,-2
COc1ccc(S(=O)(=O)N2CCCC(C(=O)NCc3cccnc3)C2)cc1 (centres undefined),-7%,-9%,6%,-15%,8%,0%,42%[activator],-1%,-2
CCC1c2ccc(C)n2CCN1C(=O)Nc1ccc(F)cc1 (centres undefined),-7%,-13%,?,-6%,-24%,-8%,-22%,?,-8
O=C(NC1CCCCC1)c1ccc(CNc2ccccc2)o1,1%,20%,8%,-27%,?,1%,18%,-18%,-2
O=C(CN(Cc1ccc2c(c1)OCO2)C(=O)CNC(=O)c1ccco1)NC1CCCCC1,-13%,-3%,0%,.,-2%[59 µM],-14%,58%[activator],-8%,-1
CC1CN(CC(=O)NCc2ccccc2)CC(C)O1 (centres undefined),-9%,1%,-4%,11%,.,-6%,19%,-14%,3
CCOc1ccc(/C=N/OCC(=O)Nc2cc(C)on2)cc1,-9%,-4%,-1%,0%,-1%[59 µM],i,35%,-6%,-1
N#Cc1c(Cl)cccc1-n1ccnc1,-5%,3%,-2%,0%,49%[12.7 µM],-1%,35%,3%,2
CCCNC(=O)C1CCN(S(=O)(=O)c2ccc3c(c2)CCCN3C(C)=O)CC1,-18%,-3%,-3%,-2%,11%[59 µM],-8%,33%[57 µM],-5%,-7
COc1ccc(-n2nnnc2SCC(=O)NCCc2ccccc2)cc1OC,-14%,2%,?,?,22µM*,i,32%,-3%,4
CC(C)(C)c1ccc(NC(=O)CCNC(=O)c2ccco2)cc1,-1%,-1%,-6%,-3%,12%,-8%,-7%,-13%,-1
COc1cccc(CNn2c(-c3cccc(C)c3)nc3ccccc3c2=O)c1O,-8%,6%,1%,-6%,20%[59 µM],-9%,23%,-28%,5
COc1cccc(C(=O)N2CCN(S(=O)(=O)Cc3ccccc3)CC2)c1,-8%,2%,3%,-1%,?,.,10%,-5%,2
COc1ccc2nc(SCC(=O)Nc3c(C)cccc3C)[nH]c2c1,-15%,-10%,-3%,5%,5%[12.7 µM],2%,20%,1%,3
OCCNc1ncnc2ccc(Br)cc12,2%,1%,0%,1%,?,-7%,37%,-2%,-5
Cc1cc(C(=O)OCC(=O)N2CCOCC2)c(C)n1-c1ccccc1,-6%,-5%,-1%,.,.,-5%,7%,-7%,6

# Filtered by structure: the compounds so far with an aryl methoxy group
SMILES,POLH inh,GLS inh,Pin1 inh,BAZ2B inh,G9a block,PGK inhibitor,HP1b binding inh,JMJD2A Tudor,PI4K2A inh
COc1cc(Br)cc(C=Nc2cccc(C(F)(F)F)c2)c1O,?,-8%,3%,-32%,2%[59 µM],-2%,1%,-25%,-11
COc1ccccc1/C=C\C=N\n1c(C2CCCCC2)n[nH]c1=S,?,.,2%,?,-5%[0.0925 µM],-8%,?,-22%,4
COc1ccc([N+](=O)[O-])cc1NC(=O)CC(C)c1ccccc1 (centres undefined),2%,4%,0%,-4%,5%,i,20%,-31%,-4
COc1ccccc1N1CCN(C2CCCN(C(=O)c3oc(C)cc3C)C2)CC1 (centres undefined),-4%,-3%,-1%,-12%,.,-7%,-4%,-22%,2
COc1cc(OC)cc(-c2c(C#Cc3ccsc3)c3cc(-c4ccc(N(C)C)nc4)ccc3n2C)c1,-6%,-5%,52%[activator],.,.,1%,41%[activator],-12%,-2
COc1ccc(S(=O)(=O)N2CCCC(C(=O)NCc3cccnc3)C2)cc1 (centres undefined),-7%,-9%,6%,-15%,8%,0%,42%[activator],-1%,-2
COc1ccc(-n2nnnc2SCC(=O)NCCc2ccccc2)cc1OC,-14%,2%,?,?,22µM*,i,32%,-3%,4
COc1cccc(CNn2c(-c3cccc(C)c3)nc3ccccc3c2=O)c1O,-8%,6%,1%,-6%,20%[59 µM],-9%,23%,-28%,5
COc1cccc(C(=O)N2CCN(S(=O)(=O)Cc3ccccc3)CC2)c1,-8%,2%,3%,-1%,?,.,10%,-5%,2
COc1ccc2nc(SCC(=O)Nc3c(C)cccc3C)[nH]c2c1,-15%,-10%,-3%,5%,5%[12.7 µM],2%,20%,1%,3
